# CRFBP-R2 agonist: CRF-BP/CRF-R2 complex agonism; HEK293 CRF-R2/CRF-BP, calcium dye fluorescence (FLIPR); percent of saturating CRF peptide response; activation, % at 13.2 µM; 350,000 compounds, 0.46% hits; AID 588473;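 active = activation of at least 50%, plus an integration ratio under a set limit after plate pattern correction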;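 note: plate controls were neutral control wells without compound for no effect and CRF at EC100 for full effect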
# M5 PAM: positive allosteric modulators of human muscarinic M5 receptor; P08912; CHO-K1 hM5, Fluo-8 calcium, ACh EC20 PAM; 0% = ACh EC20, 100% = ACh EC100; activation, % at 3 µM; 360,000 compounds, 0.3% hits; AID 624038;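 active = activation above the run cutoff, the mean activation of all test compounds plus 3 SD, cut at about 18% in these data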
# Target sequence (P08912 whole entry, looked up): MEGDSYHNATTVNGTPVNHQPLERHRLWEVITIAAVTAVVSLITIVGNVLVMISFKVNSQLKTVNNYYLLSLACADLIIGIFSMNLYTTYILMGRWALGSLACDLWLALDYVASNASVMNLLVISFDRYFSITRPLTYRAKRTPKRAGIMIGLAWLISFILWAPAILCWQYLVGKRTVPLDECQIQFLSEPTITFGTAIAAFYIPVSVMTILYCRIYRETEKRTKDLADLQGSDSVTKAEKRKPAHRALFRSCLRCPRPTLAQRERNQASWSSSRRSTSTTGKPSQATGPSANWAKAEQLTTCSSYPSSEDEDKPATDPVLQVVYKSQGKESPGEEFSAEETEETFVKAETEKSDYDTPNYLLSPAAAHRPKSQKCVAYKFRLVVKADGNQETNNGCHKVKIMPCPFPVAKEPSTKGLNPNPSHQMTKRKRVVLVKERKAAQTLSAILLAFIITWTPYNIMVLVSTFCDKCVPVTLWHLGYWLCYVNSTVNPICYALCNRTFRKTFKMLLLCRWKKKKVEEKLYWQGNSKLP
#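 Replicates: One well per compound, no replicates | System: Human M5 receptor in CHO-K1 cells | Benchmarks: Low control EC20 acetylcholine (0%), high control EC100 acetylcholine (100%) | Probe or stimulus: Acetylcholine, EC20 level | Times: Fluo-8 loading 80 min at 37 °C plus 30 min room temperature | Signal: Intracellular calcium via Fluo-8 fluorescence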
# M4 ag: agonists of human muscarinic M4 receptor (CHRM4); P08173; CHO-K1 hM4/Gqi5, Fluo-8 calcium fluorescence; vehicle 0%, full acetylcholine response 100%; activation, % at 3 µM; 360,000 compounds, 0.14% hits; AID 624127;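 active = activation above the run mean over all test wells plus 3 SD, cut at about 32% in these data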;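 note: peak over basal fluorescence ratio per well then scaled between controls; 0% = DMSO wells and 100% = acetylcholine at EC100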
# Target sequence (P08173 whole entry, looked up): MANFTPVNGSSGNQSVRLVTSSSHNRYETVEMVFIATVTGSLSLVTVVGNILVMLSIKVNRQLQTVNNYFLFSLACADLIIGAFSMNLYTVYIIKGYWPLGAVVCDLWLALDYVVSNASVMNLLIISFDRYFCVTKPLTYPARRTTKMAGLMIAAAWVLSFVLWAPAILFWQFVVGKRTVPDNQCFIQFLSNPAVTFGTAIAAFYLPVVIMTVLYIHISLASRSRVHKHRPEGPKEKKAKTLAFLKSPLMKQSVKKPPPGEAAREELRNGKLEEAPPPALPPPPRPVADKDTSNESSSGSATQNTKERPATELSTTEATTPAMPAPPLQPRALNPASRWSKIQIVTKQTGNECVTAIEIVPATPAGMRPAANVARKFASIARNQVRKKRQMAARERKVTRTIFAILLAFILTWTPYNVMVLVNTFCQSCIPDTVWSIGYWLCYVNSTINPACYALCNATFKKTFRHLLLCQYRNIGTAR
# CRFR2-BP antag: blocks CRF-induced signaling of the CRF-BP/CRF-R2 complex; HEK293 CRF-R2/CRF-BP, CRF-induced calcium fluorescence; inhibition, % at 11.8 µM; 350,000 compounds, 0.59% hits; AID 588475;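 active = inhibition of the ligand-induced calcium signal above about 50% at the single tested concentration, limit read from the data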
# CHRM4 antagonist: blocks acetylcholine activation of human M4 receptor; P08173; CHO-hM4 cells, ACh EC80, Fluo-8 calcium fluorescence; inhibition, % at 3 µM; 360,000 compounds, 0.73% hits; AID 624125;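 active = inhibition above its plate's cutoff, the mean inhibition of sample wells plus 3 SD, cut at about 27% in these data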;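 note: 0% = acetylcholine EC80 with DMSO and 100% = DMSO without agonist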
# CHRM4 PAM: CHRM4 positive allosteric modulation. CHO-K1 hM4/Gqi5, Fluo-8 calcium fluorescence, ACh EC20; 0% = ACh EC20, 100% = maximal ACh. activation, % at 3 µM. AID 624126. 360,000 compounds, 0.4% hits;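 active = activation above its plate's cutoff, the mean activation of sample wells plus 3 SD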; note: some results filed as inactive read as strong as hits
# M5 ag: agonists of human muscarinic M5 receptor (CHRM5) | P08912 | CHO-K1 hM5 cells, Fluo-8 calcium fluorescence; 0% DMSO wells, 100% maximal acetylcholine response | activation, % at 3 µM | 360,000 compounds, 0.19% hits | AID 624037;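 active = activation above the run's mean over test compounds plus 3 SD, cut at about 23% in these data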;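 note: signal is peak over basal fluorescence ratio across the kinetic read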
# M5 antag: blocks acetylcholine activation of human M5 receptor; P08912; CHO-hM5 cells, Fluo-8 calcium fluorescence, ACh EC80; inhibition, % at 3 µM; 360,000 compounds, 0.59% hits;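 active = inhibition above a per-plate cutoff, the mean of that plate's test compounds plus 3 SD, cut at about 27% in these data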;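 note: 0% = acetylcholine EC80 with DMSO and 100% = DMSO without agonist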
# IDE inh: cellular human IDE inhibition. HEK cells, FAbetaB cleavage, fluorescence polarization. 320,000 compounds, 0.41% hits. inhibition, % at 5.59 µM. P14735;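 active = percent inhibition above the average of all tested compounds plus 3 SD, set per screening campaign, cut at about 16% in these data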;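 note: IDE supplied by intact live HEK cells; FP after avidin binding of uncleaved biotin substrate so inhibition keeps polarization high; 0% = DMSO wells and 100% = 60 µM reference IDE inhibitor Ii1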
# Starred values were filed as active, the others as inactive; nt = no result given.
SMILES,CRFBP-R2 agonist,M5 PAM,M4 ag,CRFR2-BP antag,CHRM4 antagonist,CHRM4 PAM,M5 ag,M5 antag,IDE inh
CC(=O)c1ccc(N2CCN(C(=O)c3ccc(NC(=O)C4CCCO4)cc3)CC2)cc1 (stereo unspecified),-0.8,0,1,25,-1,1,0,-2,4
CCOc1cc(/C=C2\CCCc3c2nc2ccccc2c3C(=O)O)ccc1OC,201*,-8,44*,-182,4,-10,16,6,-15
O=C(Nc1cccc(C(=O)N2CCCC2)c1)c1ccccc1Cl,0.8,3,-1,-27,-7,7,2,-3,2
Cc1ccc2nccc(C(=O)N3CCCC(N4CCN(c5ccc(F)cc5)CC4)C3)c2c1 (stereo unspecified),-2.8,-5,1,6,4,-5,-6,6,1
O=C(C[C@H]1C/C=C/CC[C@@H](Cc2ccc(F)cc2)C(=O)OC[C@H](c2ccccc2)NC1=O)NCCO,-0.3,-4,3,3,3,12,-4,15,-2
O=c1c(=NNc2ccccc2Cl)c(=O)c2ccccc12,-0.4,-2,0,19,0,-2,0,8,nt
Cn1nccc1NS(=O)(=O)c1ccc(F)cc1,2.1,-2,0,-3,14,7,2,20,5
OCC[C@H]1C[C@@H](O)[C@H](O)[C@@]2(CCCCO2)O1,-2.4,2,0,32,-3,6,1,10,8
Cc1cc(=O)oc2ccc(OC(=O)CC(C)C)cc12,0.6,2,-1,1,-15,10,-2,4,1
CCCS(=O)(=O)NC(=O)C1(C)CCCN(C(=O)c2cccs2)C1 (stereo unspecified),nt,0,nt,nt,4,7,-1,7,nt
CC(Oc1ccccc1)c1ccnc2nc(/N=C/N(C)C)nn12 (stereo unspecified),-0.8,-2,0,-4,18,-7,-1,6,2
COc1cccc(CNC(=O)CN2C(=O)CCSc3ccc(S(=O)(=O)N4CCCC4)cc32)c1,-1.2,5,6,-4,-12,-8,-2,0,13
Cc1occc1C(=O)N/N=C/C=C\c1ccccc1[N+](=O)[O-],-1.0,1,1,-22,-2,0,-2,2,5
COc1ccccc1-c1noc(CCC(=O)Nc2cccnc2)n1,0.9,-2,3,-7,-1,-4,3,6,nt
COc1ccc(/C=C2/CCCC(C(=O)C(F)(F)F)=C2O)cc1OC,-0.8,-9,8,0,-4,-3,-2,22,13
O=C(O)c1ccc(NS(=O)(=O)c2ccc3nnn(O)c3c2)cc1,-1.9,4,1,49,-5,1,3,-3,9
Cc1cc(C)n(CC(=O)NNC(=O)CCCOc2ccc(Cl)cc2C)n1,0.7,-7,3,3,0,-6,-1,10,-3
C/C(=N/NC(=O)c1cccs1)c1ccc(NC(=O)COc2ccc(Cl)cc2)cc1,1.5,-12,2,-14,-1,-2,-3,10,0
CC(C)c1ccc(N(C(=O)CNC(=O)c2ccco2)C(C(=O)NC2CCCC2)c2ccncc2)cc1 (stereo unspecified),1.1,4,1,-11,1,-3,0,1,6
O=C(Nc1ccccc1F)c1ccc2ncsc2c1,3.6,5,2,7,-1,-4,-2,-4,0
C=C(C)CCC1(C)NC(=O)N(c2ccccc2)N1 (stereo unspecified),-0.7,11,0,-1,15,-2,1,-5,11
COC(=O)c1cc(S(=O)(=O)N2CCCC2=O)c(Cl)cc1Cl,1.6,-7,0,4,-6,-1,0,-4,8
Clc1ccc(CNc2ccc(CNc3ncn[nH]3)cc2)cc1,2.0,1,3,-2,-1,7,-3,-4,6
COc1ccc(Oc2coc3cc(O)ccc3c2=O)cc1,2.1,-2,1,1,1,1,4,-1,nt
COC(C/C=C/C(=O)COCc1ccccc1)OC,-0.3,-4,1,38,2,1,0,14,nt
Cn1c(=O)c(-c2ccccc2N)nc2ccccc21,-2.6,-1,1,-6,2,1,3,-4,5
Cc1c(C(=O)OC2CCCCC2)sc2nc[nH]c(=O)c12,-2.8,-5,3,14,-6,12,1,3,1
Cc1nc(NCc2ccco2)c2c(C)c(C)sc2n1,-0.7,-14,11,6,10,-1,7,26,4
Cc1cc(C)n(-c2ccc(C(=O)Nc3ccc4c(c3)OCO4)cc2)n1,0.3,-5,2,-2,11,-5,-7,3,3
Cc1[nH]c2ccccc2c(=O)c1CN1CCCCC1,0.8,4,0,-4,2,3,0,-4,-4
O=C(Nc1ccccc1)c1cc(S(=O)(=O)Nc2cccnc2)ccc1Cl,-1.4,1,1,-22,4,6,-1,5,1
CC(Sc1ccc2c(c1)OCCO2)C(=O)Nc1ccc(N2CCOCC2)cc1 (stereo unspecified),0.2,8,1,-7,7,-1,2,-6,7
Cc1cc(OCC(=O)OCC(=O)Nc2ccc(Cl)cn2)ccc1Cl,0.1,3,1,6,12,-3,-2,3,2
Cc1ccc(CNC(=O)CCc2nnc(Cc3ccc(-c4ccccc4)cc3)o2)o1,-6.3,-1,3,-13,5,8,1,-2,-2
Cc1cccc(NC(=O)CN2C(=O)S/C(=C\c3cccn3-c3cccc(C(=O)O)c3)C2=O)c1,7.3,-3,0,22,-6,10,-2,3,3
Cc1cccc(Cn2ccc(NC(=O)c3cccnc3)n2)c1,-1.9,3,1,2,-4,10,-2,1,6
COc1ccc(C(CNC(=O)c2ccc(S(=O)(=O)Nc3ccccc3F)cc2)N(C)C)cc1 (stereo unspecified),0.6,1,1,5,8,-1,-4,8,3
CCOc1ccc(NC(=O)CN(C)C(=O)c2ccc(=O)[nH]c2)cc1OCC,1.2,-1,0,3,8,-5,0,17,nt
Nc1cccc(CCc2nc3cc4ccccc4cc3[nH]2)c1,0.8,-3,1,19,-5,-11,1,-2,-1
COc1cccc(NC(=O)C2CCN(S(=O)(=O)c3ccc4c(c3)NC(=O)CO4)CC2)c1,0.4,1,1,-7,1,5,-8,10,1
CCCCNC(=O)C1(C)CCN1C(=O)Cc1ccc(OC)cc1 (stereo unspecified),nt,4,1,nt,-4,3,-1,-7,nt
Cc1cc(=O)[nH]c(SCC(=O)Nc2ncc(S(=O)(=O)c3ccc([N+](=O)[O-])cc3)s2)n1,1.8,-6,0,-4,-8,-2,0,-4,-11
CC(C)C(=O)NCc1cc(-c2ccccc2)no1,-0.1,6,2,2,1,-1,1,9,5
Cc1cc(S(=O)(=O)NC(C)C)ccc1OCC(=O)N1CCOCC1,12,-9,1,9,6,2,0,7,4
CCOC(=O)C1=C(C)N=c2s/c(=C/c3cccc([N+](=O)[O-])c3O)c(=O)n2C1c1ccccc1 (stereo unspecified),1.0,9,-1,1,-7,3,2,-11,0
Cc1ccc(C)c(OCC(=O)NNC(=O)CCN2CCN(c3ccccc3)CC2)c1,0.6,-3,2,-4,10,2,2,14,-6
CCOC(=O)C1=C(C)OC(N)=C(C#N)C1c1cc2cc(C)ccc2nc1N1CCCCC1 (stereo unspecified),7.5,0,-1,-7,0,0,-2,1,3
CC(=O)OC[C@]1(OC(C)=O)C[C@@]23CC[C@H]4[C@@](C)(CCC[C@@]4(C)C(=O)O)[C@@H]2CC[C@@H]1C3,3.7,-2,1,-23,-1,2,-1,7,-1
COc1ccc(C(=O)Nc2ccnn2C2CCN(Cc3ccccn3)CC2)cc1,-0.4,0,3,10,-6,-8,-2,11,-4
CCOc1ccc(C=NNc2ccc(S(=O)(=O)Nc3ccccc3C(=O)O)cc2[N+](=O)[O-])cc1,-1.4,3,-1,10,-6,11,5,8,0
O=C(c1ccco1)N1CCCC(c2nc3c(nnn3Cc3ccc(Cl)cc3Cl)c(=O)[nH]2)C1 (stereo unspecified),-0.8,3,2,-16,4,-3,0,5,-3
Cc1ccc(C(=O)COC(=O)c2ccncc2)cc1[N+](=O)[O-],1.1,0,2,-11,-11,4,-2,-4,1
O=c1cc(CSc2nnc(-c3ccco3)o2)c2ccccc2[nH]1,-1.8,2,1,12,-2,2,-4,0,5
CCOC(=O)/C=C/[C@H]1Cc2ccccc2CO1,-0.9,-1,1,2,1,14,-3,18,-4
CC(C)(C)OC(=O)N/N=C\c1ccc([N+](=O)[O-])s1,1.3,-1,0,-43,4,1,-3,-5,-4
CC(NS(=O)(=O)c1ccccc1)C(c1cccs1)N1CCN(c2ccccc2)CC1 (stereo unspecified),0.9,-5,-2,-10,-1,-3,-2,1,0
CCCCNC(=O)NNC(=O)COc1cccc(C)c1C,-0.2,4,1,1,13,-5,0,0,3
CCN(CC)C(=O)c1ccccc1NC(=O)c1ccccc1C,1.2,-6,0,1,8,-1,-2,13,7
O=C1CN(C(=O)CNCc2cccc(Cl)c2)c2ccccc2N1,1.1,-1,3,-7,-7,4,-8,-5,-2
CCn1c(NC(=O)c2ccco2)c(-c2ccccc2Cl)c(=O)c2ccccc21,-0.6,2,-1,-6,7,-5,-1,6,3

# Some values from the results shown:
# In M5 PAM, `Cc1ccc(C(=O)COC(=O)c2ccncc2)cc1[N+](=O)[O-]` reads 0
# In M5 PAM, `CC(C)(C)OC(=O)N/N=C\c1ccc([N+](=O)[O-])s1` reads -1
# In M5 ag, `O=c1cc(CSc2nnc(-c3ccco3)o2)c2ccccc2[nH]1` reads -4

# More results
SMILES,CRFBP-R2 agonist,M5 PAM,M4 ag,CRFR2-BP antag,CHRM4 antagonist,CHRM4 PAM,M5 ag,M5 antag,IDE inh
O=C(NCCC1=CCCCC1)C(=O)NCC(c1ccco1)N1CCN(c2ccc(F)cc2)CC1 (stereo unspecified),-1.0,0,0,-18,11,-10,0,1,5
CCOc1ccc(NC(=O)CSc2nc3ccccc3c(=O)n2CCCC(=O)NCC2CCCO2)cc1 (stereo unspecified),-2.7,2,0,2,3,4,-3,15,3
N=c1c(C(=O)NCC2CCCO2)cc2c(=O)n3ccccc3nc2n1C1CCCC1 (stereo unspecified),2.1,6,3,12,-1,-5,-2,0,1
O=C(NCc1ccc(F)cc1F)[C@@H]1CCCN1C(=O)[C@@H]1CCCN1C(=O)c1cccs1,nt,-2,-1,nt,1,1,0,3,nt
N#Cc1c(N)oc(-c2ccco2)c1-c1ccco1,3.9,-1,1,22,0,4,-1,1,0
O=C(Cn1c2ccccc2c(=O)c2cc([N+](=O)[O-])ccc21)Nc1ccccc1Cl,1.3,9,1,5,-6,1,0,-17,7
CCCc1cc(=O)[nH]c(SCc2cc(Cl)ccc2OC(F)F)n1,-5.3,1,-3,5,-16,3,-4,-2,2
Cc1ccc(-c2[nH]c3ccccc3c2C(C[N+](=O)[O-])c2ccco2)cc1 (stereo unspecified),1.8,-6,-2,-6,3,-2,-5,0,3
COc1ccc(C2=C(N)c3ccccc3C2=O)cc1,-0.3,1,1,18,2,8,-2,3,-4
Cc1ccc(C(=O)COC(=O)CNC(=O)c2ccccc2)s1,-1.1,7,1,4,-6,22*,6,-1,5
COc1ccccc1CNC(=O)CCNC(=O)N1CC(=O)Nc2ccccc21,-0.7,1,-1,0,8,6,-3,-2,-2
N#Cc1c(Cl)cccc1Oc1ccc(S(=O)(=O)Nc2ccccc2)cc1,3.8,-14,6,-19,7,-11,-1,9,1
Cn1c(CNC(=O)Cc2ccc3c(c2)OCO3)nnc1SCc1ccccc1,0.5,8,1,-1,-7,1,-3,-10,-3

# Source: PubChem
